HT1080 IDH1KD tx: qHTS for induction of synthetic lethality in tumor cells producing 2HG: qHTS for the HT-1080-IDH1KD cell line | HT-1080 IDH1 knockdown viability, ATP luminescence, 48 h | Potency, µM (top dose mostly 46.1 µM), for inactives: at the highest dose activity, negative = toxicity, hits mostly cytotoxic | 360,000 compounds, 2% hits | AID 686971, 2013;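 also: potency is read from the fitted curve at half-maximal effect; 0% = DMSO wells and -100% = cell-free medium wells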
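% activity derives from luminescence (CellTiter-Glo), normalised to DMSO and no-cell wells. HT-1080-IDH1KD cells, 750/well, had 48 h compound exposure at 37 °C.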
S2 tox: Viability Counterscreen for Primary qHTS for Inhibitors of ATXN expression; S2 cells (HEK-293 line with an ATXN2-luciferase reporter) viability, CellTiter-Fluor protease fluorescence, 24 h; Potency, µM (highest dose often 56.7 µM), most hits filed as cytotoxic; 400,000 compounds, 0.49% hits; also: potency is read from the fitted curve at half-maximal effect; nearly all actives have a fitted effect of over 40% in size
SW480 rerep: A quantitative high throughput screen for small molecules that induce DNA re-replication in SW480 colon adenocarcinoma cells; Potency, µM (top dose mostly 46.1 µM), for the others: at the top dose re-replication activation, most hits filed as activators; 340,000 compounds, 1.8% hits; SW480 DNA re-replication, Hoechst DNA content imaging, 48 h; also: potency is read from the fitted curve at half-maximal effect; % of control where 0% means no effect; nearly all actives have a fitted effect of over 55% in size
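Hoechst fluorescence of nuclei (405 nm excitation, 500-530 nm emission) measured by plate-scanning imager after 48 hr compound exposure at 37 C; re-replication scored as increased number of nuclei with elevated intensity.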
KB-3-1 tox: qHTS assay for MDR1-selective chemotherapeutics: Primary screen using the parental adenocarcinoma cell KB-3-1; Potency, µM (titrated, usually from 46.1 µM), without a hit: top-dose activity change, negative = cytotoxic, actives largely listed as cytotoxic; KB-3-1 viability, CellTiter-Glo ATP luminescence, 72 h; 400,000 compounds, 1.4% hits; also: potency is read from the fitted curve at half-maximal effect; % is scaled to controls: 0 for no effect and ±100 for the full control effect; nearly all actives have a fitted effect of over 60% in size
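KB-3-1 cells, DMEM (no phenol red) + 10% FBS; compound by pin transfer, 72 h, 37 °C. Readout: CellTiter-Glo luminescence after 10 min. Data normalized, curve-fitted.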
IL-1B inflam inh: qHTS for Inhibitors of Inflammasome Signaling: IL-1-beta AlphaLISA Primary Screen. 360,000 compounds, 4.7% hits. THP-1 LPS/ATP IL-1B secretion, AlphaLISA, 16 h; hits give low values. activity change, % at 57.5 µM; in the data active = activity change below about -50%; inconclusive = mostly about -30% to -49%; also: % is scaled to controls: 0 for no effect and ±100 for the full control effect
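THP-1 cells pretreated 1 hr with compounds (up to 57.5 uM final), then stimulated with LPS (250 ng/mL final) plus ATP (1.25 mM final); secreted IL-1B measured by AlphaLISA after 16 hr, decreased signal indicating inhibition.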
MCF10A rereplic: A quantitative high throughput screen for small molecules that induce DNA re-replication in MCF 10a normal breast cells; 350,000 compounds, 2.9% hits; MCF 10A DNA re-replication, Hoechst nuclear intensity, 48 h; Potency, µM (doses to about 46.1 µM), for the others: top-dose activity, positive = re-replication, actives largely listed as activators; AID 624296, 2012; also: potency is read from the fitted curve at half-maximal effect; % of control where 0% means no effect; nearly all actives have a fitted effect of over 50% in size
ATXN2 expr inh: Primary qHTS for Inhibitors of ATXN expression; HEK-293 ATXN2-luciferase reporter, luminescence, 24 h; AID 1745845, 2022; 360,000 compounds, 0.72% hits; Potency, µM (highest dose often 57 µM), for the others: top-dose activity change, negative = inhibition, usual class: inhibitors; also: potency is read from the fitted curve at half-maximal effect; % is scaled to controls: 0 for no effect and ±100 for the full control effect; nearly all actives have a fitted effect of over 55% in size
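qHTS (up to 57 uM final) was run with 24 h compound exposure of reporter cells at 37 °C. Each well was multiplexed: SteadyGlo luminescence measured ATXN2-luciferase expression after a fluorogenic Gly-Phe-AFC viability readout (25 uM final).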
HT1080NT lethal: qHTS for induction of synthetic lethality in tumor cells producing 2HG: qHTS for the HT-1080-NT fibrosarcoma cell line. HT-1080-NT fibrosarcoma viability, CellTiter-Glo ATP luminescence, 48 h. Potency, µM (titrated, usually from 46.1 µM), for inactives: top-dose activity, negative = less viability, hits mostly cytotoxic. 360,000 compounds, 1.6% hits. AID 686970, 2013;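 also: NT is the 2HG producing partner of a matched IDH1 knockdown line; potency is read from the fitted curve at half-maximal effect; 0% = DMSO-treated cells and -100% = media-only wells without cells; nearly all actives have a fitted effect of over 55% in size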
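Viability by CellTiter-Glo luminescence after 48 h compound exposure at 37C of HT-1080-NT cells (750/well, RPMI, 5% FBS). % activity scaled between DMSO wells and medium-only wells, then curve-fitted and categorized by curve class.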
HepG2 tox: qHTS for Inhibitors of TGF-b: Cytotox Counterscreen; Potency, µM (highest dose often 46.1 µM), for the others: top-dose activity change, negative = cytotoxicity, most hits filed as cytotoxic; HepG2 CAGA-GFP viability, ATP luminescence, 18 h; AID 588856, 2011; 410,000 compounds, 0.76% hits; also: potency is read from the fitted curve at half-maximal effect; some results filed as inactive show a strong effect at the top dose
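CellTiter-Glo luminescence gave cytotoxicity after 18 hours at 37 degrees C. The cells were HepG2 CAGA-GFP in 1% FBS DMEM, stimulated with 500 pg/mL TGF-beta after compound addition. %Activity was normalised to no-cell wells (complete cell-killing) and DMSO (no toxicity), and curves were fitted and classified.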
Numbers without * were called inactive; i = inactive; ? = inconclusive; nt = not tested or not shown; & = joins results of further samples; [ ] = remark or other dose. Unless noted, calls follow the shape of the dose curve; as a rule, active = well fitted curve in the direction sought with a large enough effect; inconclusive = small, poorly fitted or top-dose-only effect, or another doubt; inactive = no such curve, though single readings can be large; an effect the other way counts as inactive or inconclusive.

Structure	HT1080 IDH1KD tx	S2 tox	SW480 rerep	KB-3-1 tox	IL-1B inflam inh	MCF10A rereplic	ATXN2 expr inh	HT1080NT lethal	HepG2 tox
Cc1ccccc1C(=O)N/N=C/c1ccc(OCC(=O)N2CCCCC2)cc1	?	i	-2.1%	2.2%	6.8	-3.8%	5.1%	?	-5.7%
COCCN(C(=O)c1ccccc1F)c1c(N)n(Cc2ccccc2)c(=O)[nH]c1=O	-10.8%	i	-4.6%	11.4%	3.6	6.8%	-5.7%	4.6%	-1.2%
O=c1[nH]c2cc(Cl)c([N+](=O)[O-])nc2[nH]1	2.7%	i	-2.5%	0.0%	1.0	-1.1%	0.8%	-3.9%	1.3%
NS(=O)(=O)c1cc(C(=O)OCC(=O)N2CCOCC2)ccc1Cl	16.8%	i	-1.3%	-2.2%	7.9	-24.3%	31.3%	9.4%	-5.6%
O=C(CSc1n[nH]c(-c2ccc(Cl)cc2Cl)n1)Nc1ccccn1	4.7%	i	-4.6%	-13.0%	25.5	2.0%	0.0%	2.1%	0.1%
CC1Oc2ccccc2N(CC(=O)Nc2ccc3c(c2)OCCO3)C1=O (configuration not stated)	-24.1%	i	-6.5%	-2.1%	-9.0	-2.3%	17.3%	11.2%	7.0%
c1ccc(-n2nnnc2-n2cnc3ccccc32)cc1	0.0%	i	-3.1%	0.5%	-9.8	1.6%	-3.0%	0.0%	2.4%
C=CCn1c(-c2ccccn2)n[nH]c1=S	9.7%	?	nt	0.0%	9.0	nt	-11.9%	20.4%	-20.8%
CCOC(=O)c1ccccc1NC(=O)C1CSC2(C)CCC(=O)N12 (configuration not stated)	2.0%	i	-2.7%	0.8%	8.2	10.7%	2.5%	16.2%	-8.7%
CCCCCCN1C[C@H](n2cc(COC(=O)c3ccccc3)nn2)[C@@H](O)C[C@@H]1c1ccccc1	5.1%	?	nt	6.5%	23.6	nt	0.0%	1.7%	-92.8%
Fc1ccccc1CNC(=S)NCc1ccc(Cl)cc1	10.8%	i	-8.7%	-11.3%	13.3	1.8%	-3.2%	1.7%	-37.8%
COc1ccc(-c2nc(Cc3ccc(Cl)cc3)no2)cc1OC	12.1%	i	-4.0%	-5.1%	-16.4	3.8%	-0.5%	5.7%	-27.1%
Cc1ccc(/C=N/NC(=O)c2ccc(OC3CCCC3)cc2)o1	-1.7%	i	-5.8%	-5.3%	?	0.8%	2.8%	10.2%	-13.3%
S=C(NCCCN1CCOCC1)Nc1ccc(N2CCOCC2)cc1	-3.4%	i	-2.4%	3.0%	14.1	6.8%	nt	0.9%	-7.5%
Cc1cc(Cl)c(S(=O)(=O)NC2CCCCC2)cc1OCC(=O)Nc1nncs1	?	i	-1.8%	-16.9%	17.1	4.4%	-11.0%	-9.1%	0.5%
O=C(NCc1ccncc1)C1CCCN(S(=O)(=O)Cc2ccccc2)C1 (configuration not stated)	-0.3%	i	4.7%	-0.7%	-9.0	0.2%	3.3%	6.6%	-0.1%
Cc1ccc(N2C(=O)CC(Sc3ccccc3C(=O)O)C2=O)cc1C (configuration not stated)	0.0%	i	-0.4%	11.3%	-0.4	?	-1.8%	-0.2%	2.7%
Cc1n[nH]c(C)c1CCOc1ccc(C(C)C)cc1	-12.2%	i	-1.6%	?	23.4	?	-7.9%	-3.6%	-50.6%
COc1ccc(-c2ccc(CN3C(CC(C)C)C(=O)N(Cc4cn(Cc5ccco5)nn4)CCS3(=O)=O)cc2)cc1OC (configuration not stated)	-2.5%	?	nt	0.0%	-18.2	nt	-11.9%	-3.8%	-10.7%
COc1ccc(NC(=S)N(C)CC2COc3ccccc3O2)cc1 (configuration not stated)	5.4%	i	-20.1%	-0.4%	-15.5	0.651µM*	-4.7%	5.9%	-27.0%
O=[N+]([O-])c1ccc(/C=N/n2c(C3CCCCC3)n[nH]c2=S)cc1	2.6%	i	-2.2%	7.8%	-20.7	9.0%	-26.3%	-1.0%	-24.0%
Cc1ccc(N(C(=O)c2csnn2)C(C(=O)NC(C)(C)C)c2cccs2)cc1 (configuration not stated)	-4.6%	i	?	-1.8%	-9.3	3.1%	1.0%	5.7%	-0.7%
COc1ccc(CCn2c(NN=C3CCCCC3)nc3c2c(=O)[nH]c(=O)n3C)cc1	-1.5%	i	4.8%	?	36.5	-0.8%	4.8%	-19.2%	-1.6%
COc1ccc(Nc2nc(C)cc(C)c2C#N)c(OC)c1	-0.1%	i	10.4%	0.2%	37.5	10.0%	21.1%	-0.1%	1.1%
CCOC(=O)c1nc(C)nc(Sc2n[nH]c(-c3cc(Cl)cc(Cl)c3)n2)c1C	0.8%	i	?	-1.8%	-12.5	?	-14.9%	-0.1%	-6.2%
CCSc1nc2ccccc2n1CCC(=O)O	7.0%	i	2.7%	7.8%	10.9	?	-6.6%	12.3%	30.8%
NS(=O)(=O)c1cccc(NC(=O)Cc2ccc(Cl)c(Cl)c2)c1	-10.4%	i	2.4%	-4.4%	?	-3.8%	-15.9%	-1.4%	22.7%
Cc1c(Cl)cccc1NC(=O)CCC(=O)NNC(=O)c1ccccc1Cl	1.9%	i	-2.5%	-23.3%	0.0	-4.0%	-4.1%	-11.5%	-98.7%
O/N=C(/c1ccc(F)cc1)C1CC1c1c(F)cccc1Cl (configuration not stated)	?	i	?	-5.1%	-5.9	?	-0.4%	?	-160.3%
CC(C)N(Cc1nc(-c2ccc(Cl)cc2)no1)C(=O)c1ccc(C(C)(C)C)cc1	nt	i	nt	13.2%	nt	nt	7.3%	nt	-4.4%
COc1ccc(NC(=O)C(C/C=C(/C)Cl)C(C)=O)cc1 (configuration not stated)	?	i	-2.0%	?	0.7	4.4%[9.22 µM]	3.6%	5.8%	-35.4%
CCOC(=O)N1CCN(C(=O)CCc2c(C)nc3c(c(C)nn3-c3ccc(C)c(C)c3)c2C)CC1	-3.2%	i	7.2%	?	22.7	12.5%	-22.8%	-4.4%	-12.3%
C=C(C)CSCc1nc2ccccc2[nH]1	1.4%	i	0.8%	0.0%	24.9	-0.6%	41.9%[activator]	-0.4%	7.2%
CC(O)CN=c1cc(-c2ccccc2)oc2ccc(Cl)cc12 (configuration not stated)	?	?	25.3%	20.6µM*	-72.3*	?	-24.3%	?	-48.7%
Cc1ccc(S(=O)(=O)NCCSc2nnnn2-c2ccc(Cl)c(C(=O)O)c2)cc1	nt	i	nt	5.6%	nt	nt	1.4%	nt	-18.8%
CCOc1ccc(C(=O)NCC(=O)OCC(=O)Nc2ccccc2OC)cc1	16.8%	i	-3.0%	-0.2%	-6.6	3.6%	5.1%	22.0%	-2.4%
O=NN(CCCl)C(=O)NC1CCCCC1	nt	i	-2.2%	nt	nt	-0.7%	-18.5%&-0.4%	nt	nt
NC(=O)NC(=O)C(c1ccccc1)N1CCN(S(=O)(=O)c2ccc(Br)s2)CC1 (configuration not stated)	-0.2%	i	-5.3%	-6.2%	-24.2	10.6%	nt	-0.9%	-13.6%
CCCNC(=O)COc1nc2ccccc2nc1N1CCOCC1	3.8%	i	-6.9%	10.0%	2.8	3.5%	7.8%	10.4%	1.4%
O=C(CSc1nc(O)cc(=O)n1-c1ccccc1)Nc1ccccn1	4.2%	i	-1.8%	2.2%	30.7	1.0%	19.7%[11.3 µM]	19.6%	6.3%
O=C1OC(C(Cl)(Cl)Cl)Nc2ccccc21 (configuration not stated)	10.2%	i	nt	0.0%	17.4	nt	-2.9%	15.2%	-4.6%
Cc1cc(C(C)(C)C)cc(C)c1COC(=O)CN1C(=O)NC2(CCCC2)C1=O	-2.4%	i	-11.5%	-1.2%	21.9	-3.8%	nt	0.9%	-19.1%
COc1ccc(C2CC(c3ccccc3)n3nc(NC(=O)c4cccs4)nc3N2)cc1 (configuration not stated)	-4.8%	i	-0.4%	?	-72.2*	-5.5%	-7.4%	0.0%	-16.1%
COCCn1c(SCC(=O)c2ccc(C)cc2C)nc2cc(C(=O)NC3CCCC3)ccc2c1=O	nt	i	nt	1.9%	nt	nt	10.0%	nt	2.9%
Cn1c(=O)c2c(nc(N3CCCCCC3)n2CC(=O)c2ccc(Br)cc2)n(C)c1=O	0.4%	i	2.5%	2.8%	36.0	2.6%	-2.7%	-0.4%	0.0%

One compound at a time (already shown). Order of screens: HT1080 IDH1KD tx	S2 tox	SW480 rerep	KB-3-1 tox	IL-1B inflam inh	MCF10A rereplic	ATXN2 expr inh	HT1080NT lethal	HepG2 tox
O=[N+]([O-])c1ccc(/C=N/n2c(C3CCCCC3)n[nH]c2=S)cc1 is listed with 2.6%	i	-2.2%	7.8%	-20.7	9.0%	-26.3%	-1.0%	-24.0%
Cc1ccc(N(C(=O)c2csnn2)C(C(=O)NC(C)(C)C)c2cccs2)cc1 (configuration not stated) is listed with -4.6%	i	?	-1.8%	-9.3	3.1%	1.0%	5.7%	-0.7%
